PAX8 inh HTS: inhibitors of PAX8-driven TPO luciferase reporter, primary screen, RMG-I cells, single concentration; SteadyGlo, 24 h; inhibition, % at 12.6 µM; 1.2% of 360,000 active; AID 652154, 2013;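 active means mean replicate inhibition at least 60% with every replicate also reaching 60%; inconclusive means only one of the two criteria is met; inactive means mean below 60% and not all replicates reaching 60%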;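 further: luciferase light reporting Pax8 driven TPO promoter activity; plate controls were median of neutral control wells for no effect and mitoxantrone controls for full effect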
SIRT5 block: SIRT5 desuccinylase inhibitors, primary screen, biochemical, fluorescence imaging, single point, set 5 | Purified SirT5, succinyl-peptide AMC, trypsin-coupled fluorescence | inhibition, % at 15 µM | 1.1% of 330,000 active | AID 652115, 2013; in the data active means inhibition above about 15%; inconclusive means no clear call, values can overlap the other calls
Target sequence (Q9NXA8 whole entry, looked up): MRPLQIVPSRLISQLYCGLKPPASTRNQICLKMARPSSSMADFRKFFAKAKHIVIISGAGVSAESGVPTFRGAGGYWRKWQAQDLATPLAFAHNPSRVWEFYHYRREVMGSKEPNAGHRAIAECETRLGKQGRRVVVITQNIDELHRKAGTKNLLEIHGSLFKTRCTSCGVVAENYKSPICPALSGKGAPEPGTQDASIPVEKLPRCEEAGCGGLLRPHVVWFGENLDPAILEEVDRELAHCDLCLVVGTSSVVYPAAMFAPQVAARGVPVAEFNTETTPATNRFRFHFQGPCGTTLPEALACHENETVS
EWS-Fli block: EWS/Fli-driven NR0B1 reporter inhibitors, primary screen, A673 cells, NR0B1 luciferase, luminescence, MLPCN library; viability-normalised; 0.67% of 350,000 active; inhibition, % at 12.6 µM; AID 651661, 2012;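 active means mean inhibition of at least 50% after viability correction, with every replicate also passing that limit; inconclusive means mean reaches 50% but only one of two replicates passes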;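 further: firefly luciferase signal divided by Alamar Blue viability fluorescence both relative to DMSO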
LGR2 inh: inhibitors of bursicon-induced LGR2 CRE-luciferase signal, primary screen, cell-based, HEK293, CRE-luciferase reporter, bursicon stimulation; bursicon-stimulated, 4 h; 0.35% of 380,000 active; AID 720647, 2013; Drosophila bursicon receptor LGR2 (rickets); inhibition, % at 9.99 µM;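 active means drop in luminescence signal, shown as inhibition above about 50% in the replicate tests, limit read from the data, passing the limit was not always enough; inconclusive means probably only some replicates passing the limit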;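 further: agonist challenge used bursicon conditioned medium at about half maximal strength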
ARNT TACC3 PPI: disruptors of ARNT/TACC3 protein interaction, primary screen, biochemical, AlphaScreen, single concentration; AID 623870, 2012; 0.66% of 390,000 active; AlphaScreen His-ARNT PAS-B/GST-TACC3 binding, luminescence; TACC3 fragment carries E629A point mutation; inhibition, % at 9.99 µM; Transforming acidic coiled-coil-containing protein 3 (Homo sapiens), Q9Y6A5;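 active means mean inhibition of replicates at least 50% and at least half of replicates each reaching 50%; inconclusive means half or more replicates reach 50% but mean below 50%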;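 further: 0% = complete ARNT plus TACC3 wells and 100% = ARNT alone without TACC3; many hits fall short of the cut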
Casp6 inh: human caspase-6 inhibitors, primary screen, biochemical, VEID-R110 fluorescence, single point, set 2; P55212; purified caspase-6, Z-VEID-R110 cleavage fluorescence; inhibition, % at 12.5 µM; 0.53% of 350,000 active;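 active means mean inhibition across replicates at least about 35%, with every replicate also reaching that limit, limit read from the data; inconclusive means only one of the two criteria met; inactive means neither criterion met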;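 further: 0% = median of neutral control wells and 100% = no fluorescence left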
Target sequence (P55212 24-179 limits assumed): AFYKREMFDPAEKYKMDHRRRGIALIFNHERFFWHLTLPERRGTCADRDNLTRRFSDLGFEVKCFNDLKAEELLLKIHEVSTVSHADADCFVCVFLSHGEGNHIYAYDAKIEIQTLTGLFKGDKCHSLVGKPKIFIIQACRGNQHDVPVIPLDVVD
Target sequence (P55212 194-293 limits assumed): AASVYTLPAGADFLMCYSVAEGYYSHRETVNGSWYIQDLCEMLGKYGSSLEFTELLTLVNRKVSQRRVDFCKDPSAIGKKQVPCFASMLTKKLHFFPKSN
DENV2 CPE rescue: inhibitors of DENV2 cytopathic effect, primary screen, cell-based, plate reader, single concentration; DENV2-infected cells, cytopathic effect rescue; CPE inhibition, % at 9.99 µM; AID 651640, 2012; 1.7% of 350,000 active; in the data active means CPE inhibition above about 20%, passing the limit was not always enough; inconclusive means no clear call, values can overlap the other calls; tested in BHK-21 cells;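 further: 0% = median of neutral control wells and 100% = median of positive control wells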
* marks the source's active call; other numbers are inactive results; ? = inconclusive; . = not tested or not shown; & = joins results of further samples.

SMILES	PAX8 inh HTS	SIRT5 block	EWS-Fli block	LGR2 inh	ARNT TACC3 PPI	Casp6 inh	DENV2 CPE rescue
CO[C@@H]1CN(C)C(=O)c2ccc(NC(=O)c3ccccc3)cc2OC[C@H](C)N(C)C[C@H]1C	2	-9	4	-13	-8	1	18
COc1ccc(CN(C)CC(=O)Nc2ccccc2C(F)(F)F)cc1	22	-5	29	21	-7	-2	6
O=C(c1ccc(-n2ccnc2)cc1)N1CCCC(CO)(Cc2cccc(Cl)c2)C1 (centres undefined)	3	-4	-2	-4	2	-6	0
CC(C)NC(=O)N(C)C[C@@H]1Oc2c(NC(=O)C3CC3)cccc2C(=O)N([C@@H](C)CO)C[C@H]1C	-31	-5	0	-3	-6	-1	-2
Cc1cc(C(=O)CSc2nc(N)cc(=O)[nH]2)ccc1F	5	-10	8	-6	-6	-4	-4
Cc1cccc(/N=C/c2ccccn2)n1	-4	-4	8	9	-3	0	6
COc1ccc(S(=O)(=O)NC(C)C(=O)NCc2ccco2)cc1OC (centres undefined)	10	-6	4	-9	13	8	0
CN1CCN(c2ccccc2NC(=O)c2ccc([N+](=O)[O-])cc2Cl)CC1	21	0	5	.	0	-2	0
O=C(/C=C/c1ccccc1)NC(=O)c1ccccc1O	-92	1	-42	0	6	-3	-1
CN(C)CC#Cc1ccc([C@@H]2[C@H](CO)N3C(=O)CN(C(=O)Cc4cccnc4)C[C@@H]23)cc1	18	1	-5	-2	.	-29	16
O=C(CC1NCCNC1=O)Nc1cc(Cl)cc(Cl)c1 (centres undefined)	-26	-3	7	8	-4	-1	?
COc1ccc(C(O)c2ncc(-c3ccccc3)[nH]2)c(OC)c1 (centres undefined)	-10	.	-24	7	.	0	4
CN(C)C(=O)c1ccc(-c2ccc([C@@H]3[C@H]4CN(CCC(F)(F)F)CCCCN4[C@H]3CO)cc2)cc1	7	3	-3	-34	-4	2	18
COc1ccc(-n2cnnc2SC(C)C(=O)Nc2cccc([N+](=O)[O-])c2)cc1 (centres undefined)	0	.	.	2	7	.	.
CCC(NS(=O)(=O)c1cn(C)nc1C)c1ccccc1 (centres undefined)	5	-1	7	.	-11	-1	-7
CCOc1ccc(-c2cc(C(=O)N3CCC(C)CC3)c3ccccc3n2)cc1	-39	-13	.	-47	11	1	-5
COc1ccc(NC(=O)c2ccc(NC(=O)c3ccncc3)cc2)cc1	9	-4	-11	9	-1	0	-4
CCSc1nc(-c2cccnc2)ccc1C#N	-26	-1	-17	15	-1	1	-1
COc1ccc(S(=O)(=O)Nc2cccc3c2O[C@H](CN(C)CC2CC2)[C@@H](C)CN([C@@H](C)CO)C3=O)cc1	.	-2	2	1	2	1	-6
CC(=O)Nc1ccc(-c2ccnc3c2CC(C(=O)NCc2cccc(Cl)c2)O3)cc1 (centres undefined)	.	-6	70*	.	.	5	12
O=[N+]([O-])c1cc(Cl)cc(/C=N/NC(=S)Nc2cc(S(=O)(=O)N3CCOCC3)ccc2Cl)c1O	13	3	5	18	41	20	-10
Cc1cccc(-c2ccc(C3[C@@H]4CN(C(=O)C5CCCC5)C[C@H]3N4)cc2)c1 (some centres undefined)	.	-3&0	-6&-1	-24&-11	.	1&1	12&-9
CC(C)(C)OC(=O)N1CCC[C@H]1c1nnc(SCc2cccc(Cl)c2)o1	-2	23*	11	4	-1	-3	-2
CC(C)(C)n1nnnc1C(c1cccs1)N1CCN(Cc2ccccc2)CC1 (centres undefined)	.	-1	0	-2	-2	-1	-1
O=C(CSc1nnc(-c2ccccc2)n1-c1ccc(Cl)cc1)N/N=C/c1ccco1	-25	.	.	17	-3	.	.
Clc1ccc(Cn2nc(-c3ccccc3)nc2-c2ccccc2)cc1	-104	.	.	-57	0	.	.
C[C@H]1CN([C@@H](C)CO)C(=O)c2cc(NC(=O)Cc3ccccc3)ccc2O[C@H]1CN(C)S(=O)(=O)c1ccc(Cl)cc1	20	10	26	0	-6	0	5
COC(=O)CN1C(=O)C(C)(C)Oc2ccc(C(=O)Nc3cccc(OC)c3)cc21	23	-6	-9	-2	-2	2	2
Cn1c(=O)c2nc(-c3ccc(Cl)cc3Cl)oc2c2ccccc21	-11	-5	-28	8	-5	-3	4
CCN(C(=O)CSc1nc2ccc(OC)cc2[nH]1)C1CCS(=O)(=O)C1 (centres undefined)	-6	3	3	-10	1	5	11
CC(=O)Nc1ccc2c(c1)C(=O)N(C)[C@H]1CC[C@H](CC(=O)NCC3CCCCC3)O[C@H]1CO2	-9	.	-1	0	6	.	0
CC(=O)NC(NC(=S)Nc1cccc(Br)c1)C(Cl)(Cl)Cl (centres undefined)	10	5	1	-15	-5	1	2
COC(=O)c1ccc(NC(=S)N2CCN(C)CC2)cc1	13	-2	-4	5	-6	-1	0
COC(=O)c1ccc(CN2CCN(CCCc3ccccc3)C(CCO)C2)cc1 (centres undefined)	13	-1	10	6	5	-7	1
COc1ccc(NC(=O)C2CCN(C(=O)Nc3ccccc3)CC2)cc1S(=O)(=O)N(C)C	0	-1	-5	2	-6	-2	?
CCCNC(=O)N1C[C@@H]2[C@H](c3ccccc31)[C@@H](CO)N2CC1CCCCC1	-24	3	8	-13	-2	2	-1
O=C(NCC[C@@H]1CC[C@H](NS(=O)(=O)c2ccc(F)cc2)[C@@H](CO)O1)c1ccc2c(c1)OCO2	7	0	1	1	0	-7	13
CC(=O)N1CCN(c2ccccc2NC(=O)c2ccco2)CC1	-1	7	3	-17	.	0	-14
CCn1c(=S)sc2c(=O)n(-c3ccccc3)c(=S)[nH]c21	-9	4	1	-32	-2	7	-5
Cc1cc(-n2ccnc2)n2c(nc3ccccc32)c1C#N	.	0	-15	-11	-7	0	-2

Brought forward from above: 4 compounds; new compounds follow.
SMILES	PAX8 inh HTS	SIRT5 block	EWS-Fli block	LGR2 inh	ARNT TACC3 PPI	Casp6 inh	DENV2 CPE rescue
O=C(NCC[C@@H]1CC[C@H](NS(=O)(=O)c2ccc(F)cc2)[C@@H](CO)O1)c1ccc2c(c1)OCO2	7	0	1	1	0	-7	13
CC(=O)N1CCN(c2ccccc2NC(=O)c2ccco2)CC1	-1	7	3	-17	.	0	-14
CCn1c(=S)sc2c(=O)n(-c3ccccc3)c(=S)[nH]c21	-9	4	1	-32	-2	7	-5
Cc1cc(-n2ccnc2)n2c(nc3ccccc32)c1C#N	.	0	-15	-11	-7	0	-2
CCCc1cc(=O)[nH]c(SCC(=O)Nc2ccc3c(c2)CCC3)n1	0	-2	7	.	-18	-4	2
C[C@@H]1CN([C@H](C)CO)C(=O)c2cc(NC(=O)CCCN(C)C)ccc2O[C@H]1CN(C)C(=O)Nc1ccc(F)cc1	-19	.	13	-4	.	-2	6
CC(=O)Nc1ccc2c(c1)C(=O)N(C)[C@H]1CC[C@@H](CC(=O)NCC3CC3)O[C@@H]1CO2	-5	.	-8	-16	18	7	11
Cc1ccc(C)c(NC(=O)CSc2nc(N)c(NC(=O)c3cccs3)c(=O)[nH]2)c1	-9	-3	1	7	-2	-1	5
O=C(NC1CC2CCC1C2)c1ccco1 (centres undefined)	6	-2	3	1	-5	-5	-3
O=C(CSc1n[nH]c(=O)[nH]c1=O)N/N=C/c1ccccc1O	-5	.	.	-2	52*	.	.
COc1ccc(S(=O)(=O)Nc2ccc3c(c2)C(=O)N([C@H](C)CO)C[C@@H](C)[C@@H](CN(C)C(=O)Nc2cccc4ccccc24)O3)cc1	.	3	-3	7	-7	0	4
CCOC(=O)C1=C(N)n2c(s/c(=C\c3ccco3)c2=O)=C(C(=O)OCC)C1c1ccco1 (centres undefined)	.	0	44	-7	0	12	.
COc1ccc(-c2cc(NC=O)c3ncc(-c4ccc(C(C)=O)cc4)n3c2)cc1OC	53	.	10	1	.	2	2
CCC(=O)N1[C@H](C(=O)NCc2ccc(F)cc2)[C@@H](CO)[C@@H]2Cn3c(ccc(C4=CCCC4)c3=O)[C@@H]21	.	-9	1	-7	-10	3	-3
O=C(COC(=O)CCC(=O)c1ccc(F)cc1)NCc1ccco1	6	-1	-5	-2	3	3	-1
C[C@@H]1CCCCO[C@H](CN(C)S(=O)(=O)c2ccccc2)[C@H](C)CN([C@H](C)CO)C(=O)c2cc(NS(=O)(=O)c3cn(C)cn3)ccc2O1	20	0	0	-13	0	2	-1
COc1ccccc1NS(=O)(=O)c1ccc(C(=O)NCCCN2CCOCC2)cc1	-7	-7	0	-6	24	-3	2
COc1ccc(N(CC(=O)NCCC2=CCCCC2)S(=O)(=O)c2ccccc2)cc1	24	-1	2	-5	-2	1	17
CC(=O)Nc1ccc(NC(=O)COC(=O)/C=C/c2ccc3c(c2)OCO3)cc1	2	6	-9	-1	17	-2	2
CNc1ncnc2c1cnn2C1CCCCO1 (centres undefined)	-11	0	0	-1	-1	-1	-2
COc1ccccc1C(=O)NC(=O)COC(=O)CCS(=O)(=O)c1ccc(C)cc1	-18	2	-2	24	-1	3	-4
O=C1NC(Cc2ccccc2)c2nc3cc(Cl)ccc3c(=O)n2-c2cc(Cl)ccc21 (centres undefined)	25	.	8	16	.	1	.
CN(C)C(=O)CN1C(=O)C2CC=C(Cl)CC2C1=O (centres undefined)	39	4	1	-3	-4	2	-7
CC(C)NC(=O)N(C)C[C@H]1Oc2ccc(NC(=O)C3CC3)cc2CC(=O)N([C@H](C)CO)C[C@H]1C	3	-2	-3	-16	-8	-2	9
Cc1nc2ccc(NS(=O)(=O)c3ccc(Br)cc3)cc2s1	8	-30	2	.	-6	2	1
C[C@H]1CCCCO[C@@H](CN(C)C(=O)Nc2ccccc2)[C@@H](C)CN([C@@H](C)CO)C(=O)c2cc(NC(=O)c3ccccc3)ccc2O1	12	1	-1	11	-12	-1	-9
O=C(C[C@H]1CC[C@H]2[C@@H](COC[C@H](O)CN2CCC(F)(F)F)O1)NCc1ccc2c(c1)OCO2	-2	2	-3	13	5	1	6
Cc1c(Cl)cnc(NC(=O)COC(=O)c2ccc3c(c2)OCO3)c1Cl	30	.	-2	7	4	2	1
O=S(=O)(/N=C(/Nc1ccccn1)c1ccc(Cl)cc1)c1ccc(Cl)cc1	-114	.	.	-27	-1	.	.
N#Cc1cc([N+](=O)[O-])ccc1N1CCCC1	-49	-4	2	1	-2	-2	5
Nc1cc(=O)[nH]c(SCC(=O)NC2CCCc3ccccc32)n1 (centres undefined)	-6	-1	7	1	-6	0	3
OC1c2cc(Cl)ccc2-c2c(Cl)cc(Cl)cc21 (centres undefined)	18	-8	-9	4	1	-1	-5
c1ccc2c(c1)OCc1nccn1-2	-50	.	-76	-5	.	-1	?
CSC[C@H]1CN(CCc2ccccc2)C(=O)[C@@H]1CC(=O)Nc1ccccc1	-1	0	-6	9	.	-3	5
CCCNC(=O)Nc1ccc2c(c1)C(=O)N(C)C[C@H](OC)[C@@H](C)CN(C(=O)C1CCCCC1)[C@@H](C)CO2	-2	-1	11	17	-2	4	-6
C[C@@H]1CN([C@H](C)CO)C(=O)Cc2cc(NC(=O)Nc3ccc4c(c3)OCO4)ccc2O[C@H]1CN(C)C	-1	-2	9	-8	-1	0	-3
OCCCCNCc1cc(Br)ccc1OCc1ccccc1	0	-1	-1	-19	10	-7	1
O=C(CN1C(=O)C2CC=CCC2C1=O)Nc1nc(-c2ccc(F)c(F)c2)cs1 (centres undefined)	-2	1	-10	10	7	4	-8

High-throughput results deposited in PubChem BioAssay by Broad Institute.

Not a hit list (roughly 4.9% active in at least one column).
